# E coli RNAP = E. coli RNAP inhibitors, biochemical | E. coli RNA polymerase, fluorescence transcription assay | inhibition, %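 (tested at 10 µM)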 | 0.2% of 62,000 active | AID 559, 2006; in the data active means inhibition above about 20%;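 further: 0% = enzyme without compound and 100% = no enzyme blank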
# CatB inh = human cathepsin B inhibitors, primary screen, biochemical, fluorogenic substrate. P07858. purified cathepsin B, fluorescence. inhibition, %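 (tested at 10 µM)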. 0.1% of 63,000 active. AID 453, 2006; in the data active means inhibition above about 21%;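 further: 0% = enzyme with no compound and 100% = no enzyme blank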
# CatB mixtures = cathepsin B inhibitors from pooled compounds, primary screen, biochemical, compound mixtures, AMC fluorescence; inhibition, %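 (ten-compound pools at 5 µM per compound and 50 µM total)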; 0.06% of 62,000 active; Purified cathepsin B, AMC dipeptide fluorescence; in the data active means inhibition above about 22%, passing the limit was not always enough;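 further: 0% = enzyme without compound and 100% = no enzyme blank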
# ROCK2 blocker = inhibitors of human ROCK2 kinase, primary screen, biochemical, high-throughput, luminescence; Rho-associated protein kinase 2 (Homo sapiens), O75116; purified ROCK2, Kinase-Glo ATP depletion luminescence; inhibition, % at 6 µM; 0.35% of 60,000 active; AID 604, 2007;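 active means inhibition above the screen-wide mean inhibition plus 3 SD, cut at about 18% in these data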;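 further: plate controls were DMSO wells for no effect and Y-27632 control wells after no-enzyme background subtraction for full effect; many of its hits are not listed in these tables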
# CatS inh = inhibitors of human cathepsin S, biochemical, compound mixtures. P25774. recombinant cathepsin S, AMC dipeptide fluorescence, pooled mixtures. inhibition, %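 (tested at 5 µM per compound within 10-compound mixtures)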. 0.06% of 62,000 active. AID 501, 2006; in the data active means inhibition above about 32%, passing the limit was not always enough;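 further: 0% = enzyme without compound and 100% = blank without enzyme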
# JNK3 blocker = JNK3 kinase activity inhibitors, primary screen, biochemical, human, purified enzyme | Mitogen-activated protein kinase 10 (Homo sapiens), P53779 | HTS | inhibition, % at 8 µM | 0.61% of 60,000 active; in the data active means inhibition above about 17%;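 further: 0% = DMSO and 100% = reference inhibitor; many of its hits are not listed in these tables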
# Target sequence (P53779 whole entry, looked up): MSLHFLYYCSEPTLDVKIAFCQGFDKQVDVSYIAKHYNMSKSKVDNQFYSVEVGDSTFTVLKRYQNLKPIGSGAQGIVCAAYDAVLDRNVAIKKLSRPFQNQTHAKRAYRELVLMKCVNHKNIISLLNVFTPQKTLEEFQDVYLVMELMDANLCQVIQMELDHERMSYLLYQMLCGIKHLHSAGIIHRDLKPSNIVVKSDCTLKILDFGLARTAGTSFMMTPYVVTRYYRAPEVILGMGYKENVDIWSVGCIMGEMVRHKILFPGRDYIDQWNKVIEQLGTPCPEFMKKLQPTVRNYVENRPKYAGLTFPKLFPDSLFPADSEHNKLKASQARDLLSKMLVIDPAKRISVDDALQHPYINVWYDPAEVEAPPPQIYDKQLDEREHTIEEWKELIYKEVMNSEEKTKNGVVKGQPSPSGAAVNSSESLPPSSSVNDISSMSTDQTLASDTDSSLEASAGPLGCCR
# RORA act = activators of orphan receptor RORA, primary screen, cell-based, luminescence; Nuclear receptor ROR-alpha (Homo sapiens), P35398; CHO-K1 Gal4-RORA LBD luciferase reporter; percent increase over mock-subtracted basal signal; activation, % at 10 µM; 1.5% of 65,000 active; AID 560, 2006;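 active means activation above the mean of all tested compounds plus 3 SD, cut at about 49% in these data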;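 further: 0% = DMSO-treated RORA cells and 100% = added signal equal to DMSO minus mock-transfected cells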
# Target sequence (P35398 whole entry, looked up, the tested form may be a part): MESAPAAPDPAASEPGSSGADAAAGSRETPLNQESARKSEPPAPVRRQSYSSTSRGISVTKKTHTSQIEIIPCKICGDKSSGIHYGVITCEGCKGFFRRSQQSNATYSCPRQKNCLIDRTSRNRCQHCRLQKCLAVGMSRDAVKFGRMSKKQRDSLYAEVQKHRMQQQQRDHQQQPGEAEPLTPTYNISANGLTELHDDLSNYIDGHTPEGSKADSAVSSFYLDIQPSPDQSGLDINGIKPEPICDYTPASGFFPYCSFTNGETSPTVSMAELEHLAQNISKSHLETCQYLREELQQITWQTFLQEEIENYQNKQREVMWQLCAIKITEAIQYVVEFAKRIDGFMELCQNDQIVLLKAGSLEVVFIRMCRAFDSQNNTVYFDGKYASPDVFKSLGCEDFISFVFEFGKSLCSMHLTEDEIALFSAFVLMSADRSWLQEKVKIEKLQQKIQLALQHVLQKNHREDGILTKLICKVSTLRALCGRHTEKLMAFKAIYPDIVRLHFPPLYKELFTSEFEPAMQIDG
# AP ELISA ortho = alternative complement pathway inhibitors, primary screen, biochemical, ELISA, human serum, orthogonally pooled compounds; AID 1235, 2008; LPS-coated ELISA, C3 deposition; tested in compound mixtures; inhibition, % at 5 µM; 0.08% of 62,000 active;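 active means inhibition above 30% in each of the two pooled mixtures holding the compound, so the lower value exceeds 30%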;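 further: 0% = serum in Mg-EGTA without compound and 100% = EDTA serum blank; some compounds past the cut are filed as inactive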
#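 Assay system: Human serum alternative complement pathway, C3 deposition on LPS-coated wells | Incubation: 1 h serum-compound exposure at 37 °C | Doses: 5 µM per compound in ten-compound mixtures | Read-out: Percent inhibition | Technique: ELISA with HRP anti-human C3 antibody, TMB substrate, absorbance 450 nm | Replication: Two pool placements per compound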
# PKA inh = inhibitors of human PKA kinase activity, primary screen, biochemical, ATP-depletion luminescence, Kemptide substrate. PKA Kemptide phosphorylation, Kinase-Glo ATP luminescence. inhibition, % at 6 µM. 0.1% of 65,000 active;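 active means inhibition above the screen-wide mean inhibition plus 3 SD, cut at about 21% in these data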; further: many of its hits are not listed in these tables
# * hit, by the source's call; / = not tested or not shown. The list is partial; rates above refer to the full screens.
no.	Compound	E coli RNAP	CatB inh	CatB mixtures	ROCK2 blocker	CatS inh
1	CCCC(=O)c1cc(F)c(N2CCOCC2)cc1C	-2	0	-1	-7	-9
2	N#CC12CCCCC1CC1CCCCC1(C#N)N2CCO (stereo not given)	-1	0	0	-2	-4
3	COc1ccc(NC(=O)Cn2nnc(C(=O)NCc3cccc(OC)c3)c2N)cc1	2	4	0	-2	-3
4	CCN(CC)S(=O)(=O)c1cc(C(=O)OC)ccc1Cl	0	7	4	/	4
5	O=C1C2CCCN2C(c2ccccc2F)N1c1cccc(Cl)c1 (stereo not given)	5	3	1	0	2
6	Brc1ccc(-c2nn3c(-c4ccco4)nnc3s2)o1	3	6	2	4	-5
7	CC1CCCC(C)N1c1nnc(NC(=O)Cn2c(=O)oc3ccccc32)s1 (stereo not given)	8	4	5	1	0
8	O=C1CCCC(O)=C1C(C#Cc1ccccc1)C1=C(O)CCCC1=O	8	1	-2	4	2
9	COc1ccc(C2CC(c3ccccc3)n3nc(NC(=O)c4cccs4)nc3N2)cc1 (stereo not given)	3	1	-4	-2	-5
10	CCc1cc2c(CN3CCN(CC)CC3)cc(=O)oc2cc1O	-72	-10	-6	-3	-22
11	O=C(c1ccccc1)c1cccn1CC(=O)N1CCN(c2ccccc2)CC1	0	5	1	4	2
12	Cc1[nH]n2c(=O)cc(C(C)(C)C)nc2c1-c1ccccc1	7	1	2	4	5

no.	JNK3 blocker	RORA act	AP ELISA ortho	PKA inh
1	-2	-11	-9	-7
2	0	25	2	8
3	-3	-10	17	3
4	/	/	-17	/
5	6	-6	7	8
6	25*	-2	7	0
7	-2	17	13	5
8	-6	4	-2	5
9	-3	1	15	-6
10	-2	0	-17	0
11	0	-25	6	8
12	-9	-27	9	6

no.	Compound	E coli RNAP	CatB inh	CatB mixtures	ROCK2 blocker	CatS inh
13	CC1(C)CC(CCC(=O)Nc2ccccc2Cl)C(=O)O1 (stereo not given)	6	4	6	10	-3
14	CN1C(=O)CC(N2CCC(C(N)=O)(N3CCCCC3)CC2)C1=O (stereo not given)	12	-1	5	2	6
15	CN(C)CCOC(=O)C1(c2ccccc2)CCOCC1	8	2	-4	8	-3
16	COc1cccc(C(=O)N2CCN(C3CCC(c4ccccc4)CC3)CC2)c1OC (stereo not given)	1	3	6	6	-1
17	Cc1cc(C(F)F)n2nc(C(=O)Nc3cc(C)on3)nc2n1	/	/	/	2	/
18	COC(=O)CSc1nnc(CNC(=O)c2ccc(S(=O)(=O)N3CCCCC3)cc2)n1C	4	2	37	2	13
19	CCOC(=O)C1CCN(C(=O)C2c3ccccc3C(=O)N(C)C2c2ccc(OC)cc2)CC1 (stereo not given)	-3	3	5	/	-1
20	O=C(CSc1nnc(NC(=O)CN2CCOCC2)s1)Nc1ccccc1	0	-4	-5	15	-2
21	Cc1nn(Cc2ccccc2)c(C)c1C(=O)Nc1ccc(N2CCOCC2)cc1	8	3	4	-1	-5
22	CN(c1ccc(C(=O)N2CCCCC2)cc1)S(C)(=O)=O	-5	-2	1	6	0
23	Cn1c(Cn2nnc3ccccc32)nnc1SCC(=O)N1c2ccccc2Sc2ccccc21	16	-1	-2	-6	13
24	CCc1nc2sc3c(c2c(=O)n1N)CCC3	2	1	-2	-3	1

no.	JNK3 blocker	RORA act	AP ELISA ortho	PKA inh
13	-3	-7	5	6
14	-6	-8	10	4
15	5	-2	-8	0
16	8	7	12	0
17	2	-5	/	0
18	7	-14	15	9
19	/	-5	17	-4
20	4	-9	9	3
21	-5	-11	6	-2
22	1	-10	-18	9
23	-11	-12	2	-4
24	5	-6	-1	-7

# Part of the list above, with bars between the fields:
no. | SMILES | E coli RNAP | CatB inh | CatB mixtures | ROCK2 blocker | CatS inh | JNK3 blocker | RORA act | AP ELISA ortho | PKA inh
11 | O=C(c1ccccc1)c1cccn1CC(=O)N1CCN(c2ccccc2)CC1 | 0 | 5 | 1 | 4 | 2 | 0 | -25 | 6 | 8
12 | Cc1[nH]n2c(=O)cc(C(C)(C)C)nc2c1-c1ccccc1 | 7 | 1 | 2 | 4 | 5 | -9 | -27 | 9 | 6
13 | CC1(C)CC(CCC(=O)Nc2ccccc2Cl)C(=O)O1 (stereo not given) | 6 | 4 | 6 | 10 | -3 | -3 | -7 | 5 | 6
14 | CN1C(=O)CC(N2CCC(C(N)=O)(N3CCCCC3)CC2)C1=O (stereo not given) | 12 | -1 | 5 | 2 | 6 | -6 | -8 | 10 | 4
15 | CN(C)CCOC(=O)C1(c2ccccc2)CCOCC1 | 8 | 2 | -4 | 8 | -3 | 5 | -2 | -8 | 0
16 | COc1cccc(C(=O)N2CCN(C3CCC(c4ccccc4)CC3)CC2)c1OC (stereo not given) | 1 | 3 | 6 | 6 | -1 | 8 | 7 | 12 | 0
17 | Cc1cc(C(F)F)n2nc(C(=O)Nc3cc(C)on3)nc2n1 | / | / | / | 2 | / | 2 | -5 | / | 0
18 | COC(=O)CSc1nnc(CNC(=O)c2ccc(S(=O)(=O)N3CCCCC3)cc2)n1C | 4 | 2 | 37 | 2 | 13 | 7 | -14 | 15 | 9
19 | CCOC(=O)C1CCN(C(=O)C2c3ccccc3C(=O)N(C)C2c2ccc(OC)cc2)CC1 (stereo not given) | -3 | 3 | 5 | / | -1 | / | -5 | 17 | -4
20 | O=C(CSc1nnc(NC(=O)CN2CCOCC2)s1)Nc1ccccc1 | 0 | -4 | -5 | 15 | -2 | 4 | -9 | 9 | 3
21 | Cc1nn(Cc2ccccc2)c(C)c1C(=O)Nc1ccc(N2CCOCC2)cc1 | 8 | 3 | 4 | -1 | -5 | -5 | -11 | 6 | -2

# More records:
no.	Compound	E coli RNAP	CatB inh	CatB mixtures	ROCK2 blocker	CatS inh
25	CCOC(=O)N1CCN(C(=O)CSc2nnc(C3COc4ccccc4O3)o2)CC1 (stereo not given)	6	5	1	0	14
26	COCCNC(=O)C1CC(=O)N(C2CCCCC2)C1 (stereo not given)	2	-2	2	1	-6
27	CCOC(=O)N1CCC(NC(=O)c2ccc3c(=O)n4c(nc3c2)CCCC4)CC1	-1	-2	1	4	-11
28	O=S(=O)(Nc1ccc(N2CCOCC2)cc1)c1cccs1	10	14	1	-1	12
29	Cc1cc(=O)n2nc(N3CCCC(C(=O)NCCCN4CCc5ccccc5C4)C3)sc2n1 (stereo not given)	6	6	1	6	0
30	Cc1cc2cc(CN(C(=O)C3CC3)C3CCCC3)c3nnnn3c2cc1C	10	2	7	3	17
31	Cc1ccc(C2/C(=C(/O)c3ccccc3)C(=O)C(=O)N2CCN2CCOCC2)o1 (stereo not given)	-4	1	4	2	7
32	COc1cccc(OC)c1OCCCc1c(C)n[nH]c1C	3	6	-6	4	8
33	OCC1(CO)COC2(CCCC2)N1	5	-5	3	2	6
34	Cc1c(Cl)cccc1NC(=O)CC1SCCNC1=O (stereo not given)	7	5	5	5	11
35	Cc1cccc(Nc2ncnc3ccccc23)c1	7	2	-5	-9	4
36	CCn1nc(NC(=O)c2ccco2)c2cc3ccccc3nc21	4	3	/	8	/

no.	JNK3 blocker	RORA act	AP ELISA ortho	PKA inh
25	-4	10	-4	5
26	-11	-28	8	6
27	1	-17	8	10
28	-5	3	-8	10
29	-1	-3	4	10
30	0	3	4	6
31	8	-11	19	5
32	-2	-9	-4	7
33	4	4	16	2
34	4	12	-5	10
35	0	6	3	2
36	-9	-23	/	6

no.	Compound	E coli RNAP	CatB inh	CatB mixtures	ROCK2 blocker	CatS inh
37	Cc1cc(OCC(=O)NCCO)ccc1Cl	3	-2	2	-4	-4
38	COc1cc(NC(=O)c2ccco2)ccc1NC(=O)c1ccccc1Cl	8	6	4	10	5
39	Cc1ccc(C)n1C1CCS(=O)(=O)C1 (stereo not given)	3	1	-2	-5	-9
40	Cc1ccc(S(=O)(=O)NCCn2c(C)cc3ccccc32)cc1	4	0	2	6	-5
41	COC(=O)c1ccc(CSc2ncnc3c2nnn3-c2ccc(OC)cc2)o1	3	-2	5	-2	-6
42	CCCn1c(SCC(=O)Nc2nc(C)cs2)nnc1-c1cccnc1	9	1	-2	8	8
43	COc1ccc(NC(=O)c2oc3ccccc3c2NC(=O)c2ccc(OC)c(OC)c2)c(OC)c1	7	1	1	6	4
44	CCOCCOC(=O)C1=C(C)N(C)C(=O)NC1c1cc(Cl)c(O)c(OC)c1 (stereo not given)	2	-1	2	7	-6
45	CCc1ccc(C2CC(c3ccccc3Cl)Nc3nc(N)nn32)cc1 (stereo not given)	4	-5	-1	8	0
46	CCCOC(=O)Cn1c(=O)c2cc3c(=O)n(CC(=O)OCCC)c(=O)c3cc2c1=O	4	9	10	-13	11
47	OC12CCCCC1C(c1ccc3c(c1)OCO3)N(Cc1ccc(F)cc1)CC2 (stereo not given)	8	1	2	4	13
48	COc1cc(OC)cc(C(=O)N2CCN(C(=O)COc3ccc4ccccc4c3)CC2)c1	9	0	-4	6	5

no.	JNK3 blocker	RORA act	AP ELISA ortho	PKA inh
37	-2	3	11	-4
38	2	-9	8	6
39	-6	-2	14	-6
40	-4	13	11	8
41	-7	12	9	2
42	7	7	-11	6
43	-1	-18	1	7
44	-3	-6	10	12
45	0	3	24	2
46	-6	-43	-25	-1
47	-1	-32	-5	6
48	3	9	10	2

no.	Compound	E coli RNAP	CatB inh	CatB mixtures	ROCK2 blocker	CatS inh
49	CC(C)(C)n1nnnc1C(c1cccnc1)N1CCN(C(=O)c2ccco2)CC1 (stereo not given)	8	-3	1	2	5
50	Cc1sc2nc3n(c(=O)c2c1C)NC(=O)CC3	3	4	4	-4	1
51	Oc1ccccc1-c1cc(-c2cccc(F)c2)n[nH]1	7	-1	7	8	1
52	CC1(C)CC(C2N3CC4(C)CN2CC(C)(C3)C4=O)CCO1 (stereo not given)	/	7	7	4	11
53	NC(=O)c1ccccc1NS(=O)(=O)Cc1ccc(Cl)cc1	-1	-6	4	4	-8
54	O=c1oc2ccc3ccccc3c2cc1-c1nnc(-c2ccccc2)o1	-9	-14	-8	2	-24
55	CCOC(=O)N1CCN(c2cc(=O)n(C3CCCCC3)c(=O)[nH]2)CC1	-5	-1	-7	5	-7
56	CCOc1ccc(S(=O)(=O)N(CC(=O)O)c2ccc(C)cc2)cc1	6	3	1	6	-3
57	O=C(OCC(=O)N1CCCC1)c1cccs1	3	6	4	4	9
58	COCCCNS(=O)(=O)c1ccc2c(c1)CCN2C(C)=O	-5	1	-2	/	-7
59	CC(=O)c1cccc(NC(=O)CN(c2ccc(F)cc2)S(C)(=O)=O)c1	6	0	2	5	-1
60	CC(O)/C=C/c1cccc[n+]1C (stereo not given)	2	1	1	1	-4
61	COc1ccc(S(=O)(=O)N(Cc2ccc(OC)c(OC)c2)Cc2ccco2)cc1	-1	2	0	2	-6
62	Cc1cc(C)c2cc(CN(CC3CCCO3)S(=O)(=O)c3ccc4c(c3)OCCO4)c(=O)[nH]c2c1 (stereo not given)	1	3	1	3	12

no.	JNK3 blocker	RORA act	AP ELISA ortho	PKA inh
49	-4	-17	3	12
50	-5	-11	7	-2
51	7	21	3	8
52	0	-6	-15	3
53	3	-14	13	4
54	-1	43	8	13
55	-8	13	-8	12
56	11	-2	-7	8
57	2	30	10	3
58	/	-1	8	3
59	4	2	12	4
60	-9	-17	-2	6
61	-4	-20	5	11
62	-1	17	7	5
